CCR6 antag: CCR6 receptor antagonists, primary screen, cell-based, CHO-K1, luminescence, beta-arrestin, uHTS. C-C chemokine receptor type 6 (Homo sapiens), P51684. CHO-K1 CCR6 PathHunter beta-arrestin, CCL20-stimulated. inhibition, % at 20 µM. actives 0.49% (n = 340,000). AID 493098, 2011;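 active = compounds whose inhibition of the agonist-driven luminescence signal at 20 µM reaches about 50%, limit read from the data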;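 note: cells stimulated with CCL20 at 14 nM final; plate controls were DMSO with CCL20 for no effect and DMSO without agonist for full effect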
Target sequence (P51684 whole entry, looked up): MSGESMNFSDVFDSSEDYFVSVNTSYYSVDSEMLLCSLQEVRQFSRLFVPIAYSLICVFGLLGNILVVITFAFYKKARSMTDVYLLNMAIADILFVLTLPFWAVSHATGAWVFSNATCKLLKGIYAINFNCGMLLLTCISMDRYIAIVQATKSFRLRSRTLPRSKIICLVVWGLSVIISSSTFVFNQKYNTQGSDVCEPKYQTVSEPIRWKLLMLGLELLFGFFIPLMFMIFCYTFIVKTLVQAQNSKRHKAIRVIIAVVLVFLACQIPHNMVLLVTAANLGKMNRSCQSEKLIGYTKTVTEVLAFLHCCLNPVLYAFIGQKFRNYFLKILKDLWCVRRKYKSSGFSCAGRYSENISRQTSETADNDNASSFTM
Mdm2 MdmX PPI: inhibitors of human Mdm2-MdmX association, primary screen, cell-based, luminescence, split luciferase, SaOS-2, uHTS; actives 3% (n = 330,000); AID 485346, 2010; inhibition, % at 8 µM; SaOS-2 split-luciferase Mdm2/MdmX complementation; Protein Mdm4 (Homo sapiens) + E3 ubiquitin-protein ligase Mdm2 (Homo sapiens), …;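 active = inhibition of at least 50% at 8 µM in the primary screen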
697 NFkB inh: inhibitors of PMA/ionomycin-induced NF-kB reporter, 697 cells, primary screen, B-cell NF-kB inhibitor project, cell-based, luminescence, uHTS; 697 B-cell NF-kB luciferase reporter, 16 h; inhibition, % at 4 µM; actives 0.33% (n = 330,000); AID 435022, 2010; in the data active = inhibition above about 35%
Jurkat NFkB inh: inhibitors of induced NF-kB luciferase reporter, primary screen, TCR NF-kB activation inhibitor project, cell-based, luminescence, uHTS. Jurkat, PMA/ionomycin-induced NF-kB luciferase reporter. actives 0.53% (n = 330,000). AID 435003, 2010. inhibition, % at 4 µM; in the data active = inhibition above about 50%
EBI2 antag: EBI2 receptor antagonists, beta-arrestin recruitment, primary screen, cell-based, luminescence, 7a,25-OHC stimulation, uHTS | G-protein coupled receptor 183 (Homo sapiens), P32249 | 7a,25-OHC stimulated | inhibition, % at 5 µM | actives 0.81% (n = 360,000) | AID 651636, 2012; in the data active = inhibition above about 38%;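 note: enzyme fragment complementation signal reports receptor beta-arrestin coupling in cells; 0% = agonist plus DMSO wells and 100% = wells without agonist; some results beyond the cut were filed as inactive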
Target sequence (P32249 whole entry, looked up, the tested form may be a part): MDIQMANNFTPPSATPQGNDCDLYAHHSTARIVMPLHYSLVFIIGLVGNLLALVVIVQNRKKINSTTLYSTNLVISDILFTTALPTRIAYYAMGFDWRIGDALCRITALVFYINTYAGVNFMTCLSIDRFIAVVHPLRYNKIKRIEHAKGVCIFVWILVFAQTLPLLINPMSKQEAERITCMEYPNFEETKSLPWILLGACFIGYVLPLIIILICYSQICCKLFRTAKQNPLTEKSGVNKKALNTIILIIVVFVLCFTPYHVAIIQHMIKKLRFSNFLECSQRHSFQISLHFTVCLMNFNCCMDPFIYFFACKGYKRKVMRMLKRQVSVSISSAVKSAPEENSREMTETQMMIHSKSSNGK
UPR XBP1 act: activators of adaptive XBP1 UPR arm, primary screen, cell-based, CHO-XBP1 luciferase reporter, luminescence, uHTS | actives 0.33% (n = 330,000) | activation, % at 20 µM | IRE1-XBP1 UPR activation; percent of tunicamycin response, DMSO as zero | AID 463104, 2010;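 active = versus positive control, 20 µM dose yields 30% or more activation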;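 note: 100% = tunicamycin at 10 µg/mL and 0% = DMSO only wells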
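Material: CHO cell line with stable XBP1 luciferase reporter; buffer or medium: F12 medium containing 10% fetal bovine serum; compound: single point, 20 µM final compound, 1% DMSO; incubation: 6 h treatment, 37 °C; measured by: glow luminescence from Steady-Glo reagent; evaluation: activation, % of tunicamycin; control set: tunicamycin high, DMSO low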
UPR CHOP act: activators of apoptotic CHOP UPR arm, primary screen, cell-based, CHO-CHOP luciferase reporter, luminescence, uHTS. UPR activation; percent of tunicamycin response over DMSO baseline. activation, % at 10 µM. actives 0.34% (n = 330,000). AID 449763, 2010;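 active = at 10 µM dose, activation of 40% or more, normalized to positive control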;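 note: 100% = tunicamycin at 10 µg/mL and 0% = DMSO alone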
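Test system: CHO CHOP reporter cells. Input: 500 CHO-CHOP cells per well. Medium: F12 with 10% FBS. Technique: luciferase luminescence. Measure: percent activation relative to tunicamycin control. Dosing: 10 µM compound, 0.5% DMSO. Timing: 16-18 h cell attachment, then 6 h compound exposure, 37 °C.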
CXCR6 inh: CXCR6 receptor inhibitors, primary screen, cell-based, beta-arrestin, luminescence, CHO-K1 PathHunter, 1536-well; C-X-C chemokine receptor type 6 (Homo sapiens), O00574; inhibition, % at 20 µM; actives 0.36% (n = 360,000); AID 602244, 2012; in the data active = inhibition above about 34%, passing the limit was not always enough;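 note: antagonist mode with CXCL16 agonist at 10 nM final; 0% = 10 nM CXCL16 with DMSO and 100% = unstimulated wells without agonist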
Target sequence (O00574 whole entry, looked up): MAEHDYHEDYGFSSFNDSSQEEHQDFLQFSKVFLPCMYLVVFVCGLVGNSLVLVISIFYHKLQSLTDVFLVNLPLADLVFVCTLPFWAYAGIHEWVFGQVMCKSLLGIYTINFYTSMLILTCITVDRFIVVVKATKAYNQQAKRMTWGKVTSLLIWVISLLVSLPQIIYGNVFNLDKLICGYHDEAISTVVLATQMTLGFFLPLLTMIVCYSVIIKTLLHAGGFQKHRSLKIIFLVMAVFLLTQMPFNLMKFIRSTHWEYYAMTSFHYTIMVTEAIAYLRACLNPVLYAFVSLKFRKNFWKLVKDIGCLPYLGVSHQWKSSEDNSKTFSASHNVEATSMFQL
Gli-Sufu antag: Gli-Sufu pathway antagonists, primary screen, luciferase luminescence, Sufu-KO-LIGHT cells, uHTS; Sufu-KO-LIGHT fibroblasts, Gli luciferase reporter luminescence; inhibition, % at 5 µM; actives 0.74% (n = 340,000);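 active = inhibition above about 55%, limit read from the data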;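 note: 0% = DMSO-treated cells and 100% = wells with medium but no cells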
* = called active by the depositor. This is a random part of the collection; overall some 5% were active at least once.

What do the screens show for `CCCCc1nc2cc(C(=O)NC(C)c3cnn(C)c3)ccc2o1` (configuration not stated)?
CCR6 antag: -1; Mdm2 MdmX PPI: -43; 697 NFkB inh: -70; Jurkat NFkB inh: -68; EBI2 antag: 11; UPR XBP1 act: 2; UPR CHOP act: 4.3; CXCR6 inh: -3; Gli-Sufu antag: -25

Results for CC(=O)Nc1ccc(S(=O)(=O)NCC(=O)OCC(=O)NC(=O)c2cccn2C)cc1 ?
CCR6 antag: 1; Mdm2 MdmX PPI: -7; 697 NFkB inh: 1; Jurkat NFkB inh: 11; EBI2 antag: -7; UPR XBP1 act: -4; UPR CHOP act: -1.2; CXCR6 inh: -7; Gli-Sufu antag: -2

How did CCCS(=O)(=O)N1CCCC(C(=O)NCc2ccc(C)cc2)C1 (configuration not stated) do in these assays?
CCR6 antag: -1; Mdm2 MdmX PPI: 11; 697 NFkB inh: 26; Jurkat NFkB inh: 2; EBI2 antag: 7; UPR XBP1 act: 2; UPR CHOP act: -2.1; CXCR6 inh: 16; Gli-Sufu antag: -12

How did Oc1ccc(C2C[C@H]3CC[C@@H]2C3)cc1O (some centres not stated) do in these assays?
CCR6 antag: -35; Mdm2 MdmX PPI: -25; 697 NFkB inh: 1; Jurkat NFkB inh: -22; EBI2 antag: -5; UPR XBP1 act: -1; UPR CHOP act: 6.4; CXCR6 inh: -14; Gli-Sufu antag: 6

Results for CCOC(=O)CN1C(=O)C(Sc2n[nH]c(-c3ccc(O)cc3)n2)CCc2ccccc21 (configuration not stated) ?
CCR6 antag: 8; Mdm2 MdmX PPI: 0; 697 NFkB inh: -21; Jurkat NFkB inh: -2; EBI2 antag: 0; UPR XBP1 act: 4; UPR CHOP act: -0.3; CXCR6 inh: 2; Gli-Sufu antag: 6

Results for O=C(Nc1ccnc(=O)[nH]1)c1sc2ccccc2c1Cl ?
CCR6 antag: 6; Mdm2 MdmX PPI: -24; 697 NFkB inh: -20; Jurkat NFkB inh: -27; EBI2 antag: -6; UPR XBP1 act: 3; UPR CHOP act: 4.7; CXCR6 inh: 6; Gli-Sufu antag: -45

What do the screens show for `CC(=O)c1ccc(Sc2ccccc2)c([N+](=O)[O-])c1`?
CCR6 antag: 15; Mdm2 MdmX PPI: 25; 697 NFkB inh: -6; Jurkat NFkB inh: -2; EBI2 antag: 3; UPR XBP1 act: -3; UPR CHOP act: 0.6; CXCR6 inh: 1; Gli-Sufu antag: 2

What do the screens show for `CN(CC(O)COCc1cccs1)C1CCCCC1` (configuration not stated)?
CCR6 antag: 3; Mdm2 MdmX PPI: 9; 697 NFkB inh: 14; Jurkat NFkB inh: -5; EBI2 antag: -4; UPR XBP1 act: -1; UPR CHOP act: -0.8; CXCR6 inh: 8; Gli-Sufu antag: -58

What do the screens show for `CCCCCN1C(C)=CC(=C(C#N)C#N)C=C1C`?
CCR6 antag: 14; Mdm2 MdmX PPI: 16; 697 NFkB inh: 8; Jurkat NFkB inh: 8; EBI2 antag: 7; UPR XBP1 act: 1; UPR CHOP act: -2.2; CXCR6 inh: 6; Gli-Sufu antag: 10

Results for Cn1nnnc1NC(=O)c1ccccc1Cl ?
CCR6 antag: 17; Mdm2 MdmX PPI: 16; 697 NFkB inh: 3; Jurkat NFkB inh: 1; EBI2 antag: -22; UPR XBP1 act: -2; UPR CHOP act: 1.2; CXCR6 inh: 0; Gli-Sufu antag: -1

Results for Cc1cc(C)n2nc[n+](C)c2n1 ?
CCR6 antag: 20; Mdm2 MdmX PPI: 14; 697 NFkB inh: -2; Jurkat NFkB inh: 3; EBI2 antag: 6; UPR XBP1 act: 1; UPR CHOP act: -0.2; CXCR6 inh: 2; Gli-Sufu antag: 1

What do the screens show for `S=C(Cc1ccc(-c2ccccc2)cc1)N1CCOCC1`?
CCR6 antag: 5; Mdm2 MdmX PPI: -70; 697 NFkB inh: -6; Jurkat NFkB inh: -11; EBI2 antag: 16; UPR XBP1 act: 1; UPR CHOP act: 0.4; CXCR6 inh: -7; Gli-Sufu antag: 11

How did O=C(c1ccco1)N1CCN(c2ccc(F)cc2)CC1 do in these assays?
CCR6 antag: 6; Mdm2 MdmX PPI: -68; 697 NFkB inh: -36; Jurkat NFkB inh: -11; EBI2 antag: -17; UPR XBP1 act: 2; UPR CHOP act: 4.7; CXCR6 inh: 6; Gli-Sufu antag: -1

Results for O=c1c2ccccc2oc2cc(-c3ccc4[nH]ccc4c3)ccc12 ?
CCR6 antag: 4; Mdm2 MdmX PPI: -59; 697 NFkB inh: -230; Jurkat NFkB inh: -14; EBI2 antag: -29; UPR XBP1 act: 13; UPR CHOP act: 4.8; CXCR6 inh: -4; Gli-Sufu antag: -74

What do the screens show for `OCCN1CCN(Cc2cc(Br)cc(Br)c2O)CC1`?
CCR6 antag: -5; Mdm2 MdmX PPI: 13; 697 NFkB inh: 26; Jurkat NFkB inh: 7; EBI2 antag: -7; UPR XBP1 act: 0; UPR CHOP act: -1.3; CXCR6 inh: 2; Gli-Sufu antag: 6

What do the screens show for `CCc1cc(CNC(=O)c2ccc3nc(Cc4ccc(OC)c(OC)c4)oc3c2)on1`?
CCR6 antag: 18; Mdm2 MdmX PPI: 15; 697 NFkB inh: -49; Jurkat NFkB inh: -3; EBI2 antag: -5; UPR XBP1 act: -2; UPR CHOP act: 2.3; CXCR6 inh: 1; Gli-Sufu antag: 19

How did COc1cccc(N2C(=O)CC(N3CCC(C(N)=O)(N4CCCCC4)CC3)C2=O)c1 (configuration not stated) do in these assays?
CCR6 antag: 3; Mdm2 MdmX PPI: 8; 697 NFkB inh: 6; Jurkat NFkB inh: 7; EBI2 antag: -9; UPR XBP1 act: 2; UPR CHOP act: -2.1; CXCR6 inh: 1; Gli-Sufu antag: -2

What do the screens show for `COCn1c(=O)c2c(nc(SC3=NCCS3)n2Cc2ccccc2C)n(COC)c1=O`?
CCR6 antag: 20; Mdm2 MdmX PPI: 18; 697 NFkB inh: -14; Jurkat NFkB inh: -13; EBI2 antag: 26; UPR XBP1 act: -2; UPR CHOP act: 0.5; CXCR6 inh: 3; Gli-Sufu antag: 12

What do the screens show for `COC(=O)c1nn(-c2ccccc2)nc1-c1nn(-c2ccccc2)nc1C(=O)OC`?
CCR6 antag: 6; Mdm2 MdmX PPI: 29; 697 NFkB inh: -18; Jurkat NFkB inh: 4; EBI2 antag: 17; UPR XBP1 act: 39*; UPR CHOP act: 5.1; CXCR6 inh: 4; Gli-Sufu antag: -36

What do the screens show for `NC(=O)c1ccc(N2CCCCC2)c(N2C(=O)C3C4C=CC(C4)C3C2=O)c1` (configuration not stated)?
CCR6 antag: -9; Mdm2 MdmX PPI: 7; 697 NFkB inh: 14; Jurkat NFkB inh: 3; EBI2 antag: -5; UPR XBP1 act: 0; UPR CHOP act: -1.5; CXCR6 inh: -3; Gli-Sufu antag: 0

Results for COc1ccc(CNC(=O)C2(CC3CC(c4ccccc4)=NO3)CCN(C(=O)OC(C)(C)C)CC2)cc1 (configuration not stated) ?
CCR6 antag: 12; Mdm2 MdmX PPI: 24; 697 NFkB inh: 18; Jurkat NFkB inh: -2; EBI2 antag: 9; UPR XBP1 act: -4; UPR CHOP act: -1.2; CXCR6 inh: -4; Gli-Sufu antag: 12

Results for CCCC(=Nc1ccc(N)cc1)C1=C(O)C(C(=O)OC)C(C)(C)CC1=O (configuration not stated) ?
CCR6 antag: 5; Mdm2 MdmX PPI: 3; 697 NFkB inh: -3; Jurkat NFkB inh: -8; EBI2 antag: 2; UPR XBP1 act: 3; UPR CHOP act: -1.6; CXCR6 inh: 7; Gli-Sufu antag: -1

Results for CC(=O)C1=C(C)N(Cc2ccccc2)C(=O)N[C@H]1c1cccs1 ?
CCR6 antag: 12; Mdm2 MdmX PPI: -16; 697 NFkB inh: -12; Jurkat NFkB inh: -10; EBI2 antag: -1; UPR XBP1 act: 0; UPR CHOP act: -1.6; CXCR6 inh: -3; Gli-Sufu antag: -8

How did COc1ccc(S(=O)(=O)Nc2cc(SCC(=O)O)c(O)c3ccccc23)cc1 do in these assays?
CCR6 antag: 6; Mdm2 MdmX PPI: 20; 697 NFkB inh: 8; Jurkat NFkB inh: 11; EBI2 antag: -3; UPR XBP1 act: 0; UPR CHOP act: -1.2; CXCR6 inh: 8; Gli-Sufu antag: 23

Results for O=C(NN1C(=O)/C(=C/c2cccnc2)SC1=S)C(c1ccccc1)c1ccccc1 ?
CCR6 antag: -5; Mdm2 MdmX PPI: -11; 697 NFkB inh: 11; Jurkat NFkB inh: -5; EBI2 antag: 8; UPR XBP1 act: -1; UPR CHOP act: 0.0; CXCR6 inh: 0; Gli-Sufu antag: -3

How did c1ccc(CSc2nnc(-c3ccco3)o2)cc1 do in these assays?
CCR6 antag: 10; Mdm2 MdmX PPI: -16; 697 NFkB inh: -59; Jurkat NFkB inh: -46; EBI2 antag: -16; UPR XBP1 act: 6; UPR CHOP act: 3.9; CXCR6 inh: 5; Gli-Sufu antag: -24

How did CCOC(=O)C1(Cc2ccccc2C(F)(F)F)CCN(C2CCC2)CC1 do in these assays?
CCR6 antag: 5; Mdm2 MdmX PPI: 16; 697 NFkB inh: -8; Jurkat NFkB inh: 2; EBI2 antag: 6; UPR XBP1 act: 3; UPR CHOP act: -0.4; CXCR6 inh: 0; Gli-Sufu antag: -12

How did CCC(=O)c1ccc(OC(=O)N2CCOCC2)cc1 do in these assays?
CCR6 antag: 19; Mdm2 MdmX PPI: -16; 697 NFkB inh: -64; Jurkat NFkB inh: -31; EBI2 antag: -5; UPR XBP1 act: 2; UPR CHOP act: 1.7; CXCR6 inh: -1; Gli-Sufu antag: -18

How did O=C(Cn1nc(Cc2cccnc2)c2ccccc2c1=O)NCc1ccc(F)cc1 do in these assays?
CCR6 antag: 2; Mdm2 MdmX PPI: 21; 697 NFkB inh: 4; Jurkat NFkB inh: -8; EBI2 antag: -2; UPR XBP1 act: -1; UPR CHOP act: -1.1; CXCR6 inh: 2; Gli-Sufu antag: 8

Structures shown so far that have a furan ring, fused or not, in the order listed:
How did O=C(c1ccco1)N1CCN(c2ccc(F)cc2)CC1 do in these assays?
CCR6 antag: 6; Mdm2 MdmX PPI: -68; 697 NFkB inh: -36; Jurkat NFkB inh: -11; EBI2 antag: -17; UPR XBP1 act: 2; UPR CHOP act: 4.7; CXCR6 inh: 6; Gli-Sufu antag: -1

How did c1ccc(CSc2nnc(-c3ccco3)o2)cc1 do in these assays?
CCR6 antag: 10; Mdm2 MdmX PPI: -16; 697 NFkB inh: -59; Jurkat NFkB inh: -46; EBI2 antag: -16; UPR XBP1 act: 6; UPR CHOP act: 3.9; CXCR6 inh: 5; Gli-Sufu antag: -24

Bioassay records deposited in PubChem BioAssay by Sanford-Burnham Center for Chemical Genomics.
